S1P3 antagonist – antagonists of human S1P3 receptor; inhibition, % at 4.98 µM; AID 485; 170,000 compounds, 0.27% hits; CHO S1P3 NFAT-BLA reporter, FRET fluorescence, antagonist mode; Q99500;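 active means inhibition above the plate cutoff, the mean inhibition of test wells on that plate plus 3 SD, cut at about 28% in these data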;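 further: cells challenged with S1P at its EC80 of 0.8 µM; blue over green emission ratio from cleaved BLA substrate after 4 h stimulation; 0% = S1P-stimulated wells and 100% = unstimulated DMSO-only wells; some compounds past the cut are filed as inactive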
bIAP inhibitor – intestinal alkaline phosphatase (bovine) inhibition; purified bovine IAP, CDP-star luminescence, 30 min; 190,000 tested, under 10 active; AID 1019; inhibition, % at 20 µM;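 active means over 50% inhibition of intestinal alkaline phosphatase at 20 µM in the single-dose screen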
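System: purified bovine intestinal alkaline phosphatase (IAP) enzyme; Input: IAP diluted 1/65,000,000 in the well; Measured by: CDP-star luminescence signal; Compound dosing: 20 µM single dose; Incubation: 30 min reaction at room temperature.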
ROMK primary – human ROMK K+ channel modulation, primary screen. Tet-inducible ROMK, thallium flux fluorescence; actives lie on both sides. B-score at 10 µM. 130,000 compounds, 2% hits;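 active means signal ratio slope over the read window, or its plate-corrected B-score, at least 3 SD from the plate mean, either direction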;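 further: B-score of the F/F0 ratio slope over 7 to 12 s after thallium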
Target sequence (P48048 whole entry, looked up): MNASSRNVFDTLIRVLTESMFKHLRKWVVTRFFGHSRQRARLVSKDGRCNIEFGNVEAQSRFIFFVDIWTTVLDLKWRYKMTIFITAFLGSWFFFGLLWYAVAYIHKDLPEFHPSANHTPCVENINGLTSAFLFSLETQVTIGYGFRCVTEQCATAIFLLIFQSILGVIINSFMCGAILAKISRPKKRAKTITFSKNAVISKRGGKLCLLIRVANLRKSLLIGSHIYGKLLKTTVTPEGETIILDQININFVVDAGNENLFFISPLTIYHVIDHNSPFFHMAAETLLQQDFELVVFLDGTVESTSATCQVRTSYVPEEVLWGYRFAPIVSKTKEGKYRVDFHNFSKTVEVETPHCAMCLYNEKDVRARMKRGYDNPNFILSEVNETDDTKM
RAM network inh – blocks the yeast RAM network | 190,000 compounds, 1.8% hits | inhibition, % at 50 µM | S. cerevisiae dse1pr::URA3 reporter, 5-FOA growth OD615, 2 d; analog-sensitive cbk1-as2 kinase mutant strain | AID 868;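 active means inhibition above a set limit, 3 SD over mean compound inhibition, cut at about 8.4% in these data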;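 further: 0% = DMSO-only wells with no growth and 100% = 10 µM 1-NA-PP1 full growth; inhibition rescues growth on 5-FOA so higher OD means more RAM inhibition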
PPARg SRC-2 ag – agonists of SRC-2 recruitment by human PPARgamma | P37231 | PPARgamma LBD-SRC-2 recruitment, biochemical | activation, % at 8 µM | 200,000 compounds, 0.34% hits; in the data active means activation above about 22%;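 further: 0% = vehicle and 100% = reference agonist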
Target sequence (P37231 whole entry, looked up, the tested form may be a part): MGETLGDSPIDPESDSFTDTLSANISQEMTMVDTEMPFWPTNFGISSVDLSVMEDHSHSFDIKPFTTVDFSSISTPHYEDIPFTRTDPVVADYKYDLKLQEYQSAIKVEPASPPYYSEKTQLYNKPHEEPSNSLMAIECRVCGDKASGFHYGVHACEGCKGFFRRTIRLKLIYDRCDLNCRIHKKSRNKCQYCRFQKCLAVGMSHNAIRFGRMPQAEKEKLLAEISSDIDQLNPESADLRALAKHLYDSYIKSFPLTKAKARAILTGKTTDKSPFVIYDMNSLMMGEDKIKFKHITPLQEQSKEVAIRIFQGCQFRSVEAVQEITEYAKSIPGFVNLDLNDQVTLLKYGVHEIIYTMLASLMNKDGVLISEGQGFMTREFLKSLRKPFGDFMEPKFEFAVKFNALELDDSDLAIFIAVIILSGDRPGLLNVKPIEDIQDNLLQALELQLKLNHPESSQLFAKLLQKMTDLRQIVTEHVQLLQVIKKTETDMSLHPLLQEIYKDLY
Redox H2O2 prof – compounds producing H2O2 with reducing agent – biochemical, NIH compound library profiling, artefact control for MLSCN library redox annotation, primary screen; DTT-dependent redox cycling H2O2, phenol red/HRP absorbance; 100% = 100 µM peroxide control, 0% = buffer; activation, % at 10 µM; 200,000 compounds, 0.03% hits; AID 878;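 active means activation of at least 50% relative to the plate's high and low controls in the primary single-dose screen; inactive means activation below 50%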;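 further: compound incubated with DTT at 0.8 mM final as the reducing agent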
Lmaj promast – inhibitors of Leishmania major promastigote growth; AID 1063; 200,000 compounds, 9% hits; Leishmania major promastigotes, resazurin fluorescence viability; inhibition, % at 10 µM; in the data active means inhibition above about 50%;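 further: promastigotes grown with compound for 44 hours at 28 °C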
PPARg SRC3 recr – agonists of human PPARgamma SRC-3 coactivator recruitment; biochemical PPARgamma/SRC-3 coactivator recruitment assay; activation, % at 8 µM; 200,000 compounds, 0.26% hits; in the data active means activation above about 23%;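 further: 0% = DMSO and 100% = reference agonist; some compounds past the cut are filed as inactive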
Efa HMGR inh – blocks class II HMG-CoA reductase of Enterococcus faecalis; AID 1066; 190,000 compounds, 0.41% hits; purified E. faecalis HMGR, NADPH absorbance 340 nm kinetic; inhibition, % at 10 µM;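 active means inhibition above a set limit, the median over all tested compounds plus 3 SD, cut at about 9.5% in these data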;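 further: enzyme runs in reverse so mevalonate oxidation gives rising NADPH absorbance; 0% = complete reaction with DMSO and 100% = background rate lacking mevalonate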
PPARg SRC1 recr – agonists of human PPARgamma SRC-1 coactivator recruitment. activation, % at 8 µM. PPARgamma-SRC-1 coactivator recruitment biochemical assay. 200,000 compounds, 0.41% hits; in the data active means activation above about 19%;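 further: 0% = DMSO and 100% = reference agonist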
SRC2 TRFRET art – flags TR-FRET format artefacts in PPARgamma SRC-2 recruitment agonist screen | TR-FRET artefact counter-screen; active compounds read high | TR-FRET ratio at 8 µM | 200,000 compounds, 0.4% hits | AID 1049; in the data active means TR-FRET ratio above about 2000; further: inactives centre near 1500; reference of the scale not given here
Numbers without * were called inactive; . = not tested or not shown.

nr	mol	S1P3 antagonist	bIAP inhibitor	ROMK primary	RAM network inh	PPARg SRC-2 ag	Redox H2O2 prof
1	Nc1nonc1C(=O)N/N=C/c1ccc(-c2cccc([N+](=O)[O-])c2)o1	.	-5	-0.035	0.9	5	0.1
2	Cc1oc(-c2cccc(Cl)c2)nc1CN1CCC(C(=O)NCc2ccco2)CC1	-7	-24	.	1.1	0	2.8
3	O=C(NC1CCCC1)c1ccc(S(=O)(=O)N2CCOCC2)cc1	.	4	0.88	-0.3	0	0.0
4	O=C(c1cc2ccccc2o1)N1CCCC1	-7	-3	-0.17	-0.4	4	-0.1
5	O=c1c2ccccc2[nH]c(=S)n1CCN1CCC(=C(c2ccc(F)cc2)c2ccc(F)cc2)CC1	-7	12	.	-0.7	2	-0.1
6	Cc1ccc(C)c(N(C(=O)c2snc(C(N)=O)c2N)C(C(=O)NCC2CCCO2)c2cccs2)c1 (centres undefined)	-31	-30	-0.41	7.3	-4	-1.0
7	Cc1cc2ncn(C(=O)c3ccc4c(c3)OCO4)c2cc1C	-3	7	0.076	3.6	-5	-0.1
8	Cn1c(=O)c2c(O)cc(=O)n(-c3ccccc3)c2n(C)c1=O	-16	2	.	1.6	4	-0.1
9	CN1CCN(C(=O)CCn2nc(-c3ccccc3)c3ccccc3c2=O)CC1	-7	-3	0.19	0.7	6	0.0
10	COC(=O)c1sc(NC(=O)CSc2nc3cccnc3n2C2CCCCC2)nc1C	22	-10	-0.18	2.1	0	-3.5

nr	Lmaj promast	PPARg SRC3 recr	Efa HMGR inh	PPARg SRC1 recr	SRC2 TRFRET art
1	3	-9	-3	-2	1566
2	-3	1	7	-6	1562
3	-4	0	-1	3	1607
4	-2	6	-3	-2	1447
5	-6	-7	0	1	1459
6	27	3	-6	-1	1319
7	-7	6	-1	0	1478
8	-7	20	-6	-2	1262
9	54*	25	-5	3	1606
10	61*	-4	-7	5	1563

More records.
nr	mol	S1P3 antagonist	bIAP inhibitor	ROMK primary	RAM network inh	PPARg SRC-2 ag	Redox H2O2 prof
11	COc1ccc(NC(=O)Nc2ccccc2F)cc1	.	12	-0.15	0.9	4	0.2
12	O=C(COC(=O)CCc1ccc(S(=O)(=O)N2CCOCC2)cc1)Nc1ccc(Cl)cn1	-15	22	.	2.0	5	1.4
13	COc1ccc2c(c1)O[C@@H](c1cccc(C(F)(F)F)c1)[C@H](OC(=O)N[C@H]1CCCc3ccccc31)C2=O	8	-13	-0.004	4.1	25*	0.6
14	Cn1c(SCC(=O)NC(=O)NCc2ccco2)nnc1-c1ccccc1	.	-4	.	0.4	-9	2.3
15	CCn1cc(C(=O)NCc2ccco2)c(=O)c2cc(F)c(N3CCN(C(=O)c4ccco4)CC3)cc21	.	0	-0.42	4.8	1	0.3
16	COc1cccc(C2=NN(C(=O)c3ccccc3)C(O)(C(F)(F)F)C2)c1 (centres undefined)	.	23	0.43	2.7	11	0.1
17	O=C(CN1CCC(N2CCCCC2)CC1)N1CCCc2ccccc21	.	-4	-0.025	1.9	10	0.1
18	Brc1ccccc1C1CC(c2ccccc2)=Nc2ccccc2N1 (centres undefined)	12	-2	.	4.0	7	1.7
19	O=S(=O)(Nc1ccc(S(=O)(=O)Nc2nccs2)cc1)c1ccc2c(c1)OCCO2	.	26	-1.7	-0.3	6	0.1
20	CCc1noc(C)c1C(=O)Nc1nnc(C2CCCCC2)s1	0	-4	0.57	0.9	-1	0.1

nr	Lmaj promast	PPARg SRC3 recr	Efa HMGR inh	PPARg SRC1 recr	SRC2 TRFRET art
11	-4	-4	-11	-2	1513
12	-7	6	-2	-1	1590
13	44	1	-2	10	1831
14	-1	-15	-3	-5	1346
15	2	0	1	-6	1347
16	11	7	-2	9	1668
17	64*	-3	-9	3	1486
18	13	2	0	-8	1521
19	-3	2	-3	1	1610
20	-3	3	-1	-1	1546

Going on with the list:
nr	mol	S1P3 antagonist	bIAP inhibitor	ROMK primary	RAM network inh	PPARg SRC-2 ag	Redox H2O2 prof
21	Cc1ccc(C)c(N2CCN(C(=O)c3cc4sccc4n3C)CC2)c1	18	-5	0.26	3.0	1	1.9
22	Cc1cc(NC(=O)C2CC(c3ccccc3Cl)=NO2)no1 (centres undefined)	.	16	.	0.0	7	-2.4
23	CCOP(=O)(OCC)C(C)(C)NC(=O)c1cc([N+](=O)[O-])cc([N+](=O)[O-])c1	.	7	0.58	1.8	6	0.3
24	CCCOC(=O)C1=C(C)N(C)C(=O)NC1c1cc2c(cc1[N+](=O)[O-])OCO2 (centres undefined)	-10	0	-1.3	0.7	5	-2.6
25	CC(C)(C)c1ccc(-c2cc(N)n[nH]2)cc1	-12	-15	.	-3.0	-7	-0.5
26	C1CSC2(N1)C1CC3CC(C1)CC2C3 (centres undefined)	1	18	.	-0.1	13	0.0
27	N#Cc1nc(-c2ccco2)oc1N1CCC(Cc2ccccc2)CC1	.	16	-0.71	9.7*	0	0.0
28	C/C(=N\NC(=O)c1ccccc1)c1nc2ccccc2n1C	14	21	.	-0.2	-11	-0.8
29	CCOc1ccc(C2/C(=C(/O)c3ccc(OC)cc3)C(=O)C(=O)N2c2cc(C)on2)cc1OC (centres undefined)	.	3	0.062	2.2	5	0.0
30	Fc1ccc(C2CC(c3ccccc3)n3ncnc3N2)cc1 (centres undefined)	.	4	.	1.1	0	1.0

nr	Lmaj promast	PPARg SRC3 recr	Efa HMGR inh	PPARg SRC1 recr	SRC2 TRFRET art
21	-11	-2	6	0	1493
22	-2	15	3	-1	1420
23	24	0	-2	-3	1405
24	6	2	1	1	1380
25	2	1	2	0	1550
26	-8	8	2	-4	1580
27	-5	-10	-3	-3	1442
28	22	-1	-5	4	1337
29	-7	2	-9	5	1577
30	-6	3	-7	3	1435

Another view of some results above.
23	CCOP(=O)(OCC)C(C)(C)NC(=O)c1cc([N+](=O)[O-])cc([N+](=O)[O-])c1
  S1P3 antagonist: .
  bIAP inhibitor: 7
  ROMK primary: 0.58
  RAM network inh: 1.8
  PPARg SRC-2 ag: 6
  Redox H2O2 prof: 0.3
  Lmaj promast: 24
  PPARg SRC3 recr: 0
  Efa HMGR inh: -2
  PPARg SRC1 recr: -3
  SRC2 TRFRET art: 1405
16	COc1cccc(C2=NN(C(=O)c3ccccc3)C(O)(C(F)(F)F)C2)c1 (centres undefined)
  S1P3 antagonist: .
  bIAP inhibitor: 23
  ROMK primary: 0.43
  RAM network inh: 2.7
  PPARg SRC-2 ag: 11
  Redox H2O2 prof: 0.1
  Lmaj promast: 11
  PPARg SRC3 recr: 7
  Efa HMGR inh: -2
  PPARg SRC1 recr: 9
  SRC2 TRFRET art: 1668

The list continues.
nr	mol	S1P3 antagonist	bIAP inhibitor	ROMK primary	RAM network inh	PPARg SRC-2 ag	Redox H2O2 prof
31	CC(C)CCNC(=O)CCC(=O)NNc1nc2ccccc2c2nc(-c3ccccc3)nn12	-6	9	-0.25	5.2	5	-0.6
32	Clc1ccc(OCc2nnc(SCc3nc4ccccc4[nH]3)n2Cc2ccco2)cc1	-11	0	-1.1	0.1	-9	0.3
33	O=C(CSc1nnnn1C1CCCCC1)Nc1ccc2c(c1)OCO2	26	8	-0.71	3.9	5	0.0
34	Cc1ccc(C)n1-c1ccc(C(=O)NCC2CCCO2)cc1 (centres undefined)	-52	6	.	0.3	1	-0.5
35	Cc1ccc(S(=O)(=O)N2CCOCC2)cc1C(=O)NC1CCCCC1	-4	3	0.095	0.8	0	-2.3
36	Fc1ccc(-n2c(Cc3cccs3)n[nH]c2=S)cc1Cl	-6	32	0.88	1.5	5	-0.7
37	Cc1ccc(-c2cn(-c3ccccc3)c(SCC(=O)NC3CCS(=O)(=O)C3)n2)cc1C (centres undefined)	-11	6	-0.48	-0.3	-2	.
38	Cc1sc(N/N=C/c2cccnc2)nc1-c1ccccc1	.	-4	-0.1	-0.3	15	-4.9
39	Cc1ccnc(NS(=O)(=O)c2ccc(NC(=O)c3ccc(Br)o3)cc2)n1	-17	4	0.93	2.4	-3	0.6
40	CCOc1ccc(NC(=O)CSc2nc3ccccc3c(=O)n2Cc2cccs2)cc1	-15	.	0.69	5.6	-1	0.7
41	CC(=O)c1cccc(NC(=O)CN2C(=O)COc3ccc(Cl)cc32)c1	-7	5	.	1.9	-1	2.0
42	CCC(C(=O)NCc1ccco1)n1nc(-c2ccc(OC)cc2)ccc1=O (centres undefined)	10	5	0.52	0.8	-5	-0.5
43	CN(C)S(=O)(=O)c1ccc(S(=O)(=O)N2CCN(CCC#N)CC2)cc1	-25	22	.	0.6	5	-2.1

nr	Lmaj promast	PPARg SRC3 recr	Efa HMGR inh	PPARg SRC1 recr	SRC2 TRFRET art
31	7	1	1	5	1554
32	9	-6	4	3	1557
33	-3	5	-2	4	1720
34	2	-7	-2	-3	1391
35	-8	1	-7	-2	1807
36	-7	9	-2	2	1502
37	86*	0	1	1	1596
38	-2	7	3	6	1591
39	-3	-1	3	-6	1400
40	1	-1	-5	4	1546
41	-7	2	-10	-3	1388
42	3	-1	3	-11	1460
43	-11	6	-4	11	1727

Structural class: the compounds so far containing fluorine.
nr	mol	S1P3 antagonist	bIAP inhibitor	ROMK primary	RAM network inh	PPARg SRC-2 ag	Redox H2O2 prof
5	O=c1c2ccccc2[nH]c(=S)n1CCN1CCC(=C(c2ccc(F)cc2)c2ccc(F)cc2)CC1	-7	12	.	-0.7	2	-0.1
11	COc1ccc(NC(=O)Nc2ccccc2F)cc1	.	12	-0.15	0.9	4	0.2
13	COc1ccc2c(c1)O[C@@H](c1cccc(C(F)(F)F)c1)[C@H](OC(=O)N[C@H]1CCCc3ccccc31)C2=O	8	-13	-0.004	4.1	25*	0.6
15	CCn1cc(C(=O)NCc2ccco2)c(=O)c2cc(F)c(N3CCN(C(=O)c4ccco4)CC3)cc21	.	0	-0.42	4.8	1	0.3
16	COc1cccc(C2=NN(C(=O)c3ccccc3)C(O)(C(F)(F)F)C2)c1 (centres undefined)	.	23	0.43	2.7	11	0.1
30	Fc1ccc(C2CC(c3ccccc3)n3ncnc3N2)cc1 (centres undefined)	.	4	.	1.1	0	1.0
36	Fc1ccc(-n2c(Cc3cccs3)n[nH]c2=S)cc1Cl	-6	32	0.88	1.5	5	-0.7

nr	Lmaj promast	PPARg SRC3 recr	Efa HMGR inh	PPARg SRC1 recr	SRC2 TRFRET art
5	-6	-7	0	1	1459
11	-4	-4	-11	-2	1513
13	44	1	-2	10	1831
15	2	0	1	-6	1347
16	11	7	-2	9	1668
30	-6	3	-7	3	1435
36	-7	9	-2	2	1502

Source: PubChem BioAssay (several laboratories)

Outcome played no part in choosing rows. About 13% of those tested had a hit in this group.
